mec2-1 = NCI yeast anticancer drug screen, S. cerevisiae mec2-1 strain | AID 157, 2004 | growth inhibition, % at 50 µM | 79,000 tested, 9% active;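 note: 0% = growth of vehicle-only cultures of the same strain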
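mec2-1 yeast strain, carrying an alteration in DNA damage repair or cell cycle control, was exposed to compounds; growth inhibition was measured relative to vehicle-treated controls.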
sgs1 mgt1 = NCI yeast anticancer drug screen, S. cerevisiae sgs1 mgt1 strain; 78,000 tested, 10% active; growth inhibition, % at 50 µM; AID 161, 2004;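 note: 0% = growth of vehicle-only cultures of the same strain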
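Test agents were incubated with a DNA-repair-mutant yeast strain. Growth was then read and compared against vehicle-treated controls.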
cln2 rad14 = NCI yeast anticancer drug screen, S. cerevisiae cln2 rad14 strain | growth inhibition, % at 50 µM | 78,000 tested, 8.3% active | AID 165, 2004;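 note: 0% = growth of vehicle-only cultures of the same strain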
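Yeast strain cln2 rad14, bearing defects in cell cycle control and DNA repair, serves as the test system; values reflect growth inhibition compared with vehicle.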
yeast bub3 = NCI yeast anticancer drug screen, S. cerevisiae bub3 mutant strain. growth inhibition, % at 50 µM. 78,000 tested, 9.9% active;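 note: 0% = growth of vehicle-only cultures of the same strain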
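Compounds were applied to a genetically altered yeast strain carrying a cell-cycle control defect. Growth inhibition was scored against vehicle-treated controls.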
yeast mlh1 rad18 = NCI yeast anticancer drug screen, S. cerevisiae mlh1 rad18 strain. growth inhibition, % at 50 µM. 79,000 tested, 11% active;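 note: 0% = growth of vehicle-only cultures of the same strain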
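In this whole-cell yeast screen, a strain with altered DNA damage repair is challenged with compound, and its growth is measured against matched vehicle-treated controls.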
rad50 = NCI yeast anticancer drug screen, S. cerevisiae rad50 strain. 79,000 tested, 10% active. growth inhibition, % at 50 µM;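 note: 0% = growth of vehicle-only cultures of the same strain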
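Cells are treated with compound, grown, and their growth is then scored against vehicle-only cultures of the same repair-deficient yeast strain.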
Numbers without * were called inactive; nt = not tested or not shown; & = joins results of further samples; ! = not confirmed by another sample. Cut-off read from the data, not from the text of the source: active = growth inhibition above about 70%; inactive = the rest. These rows are one share of the data; rates above refer to the full screens.

The line under a structure holds: mec2-1	sgs1 mgt1	cln2 rad14	yeast bub3	yeast mlh1 rad18	rad50
- [I][Hg][I].c1ccc(N=P(c2ccccc2)(c2ccccc2)c2ccccc2)cc1
→ 100*	100*	99*	99*	99*	99*
- COc1cccc2c1C(=O)c1c(O)c3c(c(O)c1C2=O)C[C@@](O)(C(=O)CO)C[C@@H]3OC1CC(N2CCOCC2C#N)C(O)C(C)O1 (some centres undefined)
→ 91*	92*	90*	90*	91*	90*
- O=S(c1ccc(Cl)cc1)c1ccccc1C1=NCCN1 (centres undefined)
→ -7	0	7	-24	24	-37
- CCOC(OCC)c1ccc(C(F)(F)F)cc1.[C-]#[O+].[C-]#[O+].[C-]#[O+].[Cr]
→ 1	26	5	20	26	14
- CCC1CN2CCc3cc(OC)c(OC)cc3C2CC1CC1c2cc(OC)c(OC)cc2CCN1C(=O)C(N)Cc1ccccc1 (centres undefined)
→ 0	-2	-3	-5	8	-8
- O=c1oc2ccccc2c(O)c1C(c1ccc(OCc2ccccc2)cc1)c1c(O)c2ccccc2oc1=O
→ 86*	65	62	60	51	63
- O=P(CCP(=O)(c1ccccc1)c1ccccc1)(c1ccccc1)c1ccccc1.[Cl][Sn]([Cl])([c]1ccccc1)[c]1ccccc1
→ 90*	88*	89*	88*	92*	88*
- CC(=O)C(Br)C(C)=O.CC(=O)C(Br)C(C)=O.CC(=O)C(Br)C(C)=O.[Rh]
→ 100*	100*	94*	99*	99*	99*
- Cn1c(N)cc[n+](C2CCC(CO)O2)c1=O (centres undefined) (tested in a mixture with another compound)
→ -9	-14	22	5	-27	3
- NS(=O)(=O)Cl
→ -18	26	9	14	17	30
- COP(=O)(OC)OC=C(Cl)Cl
→ -17	-7	-14	-19	-21	-16
- O=C(CS(=O)(=O)O)Nc1ccccc1 (tested in a mixture with another compound)
→ 41	17	-6	34	2	1
- CC(C)OC(=O)Nc1ccccc1
→ -16	1	-10	3	37	19
- CN1CCCCC1c1cccnc1 (centres undefined)
→ -11	2	13	16	8	8
- O=C(O)COc1ccccc1
→ 2&9	-36&6	7&-17	-17&-10	0&-13	-8&11
- Cc1c2n(c3ccccc13)CC1CON(C)C21 (centres undefined)
→ -12	-9	-1	-31	-20	-14
- CC12CCC3C(CCC4=CC(O)CCC43C=O)C1(O)CCC2c1ccc(=O)oc1 (centres undefined)
→ -35	18	15	-11	5	7
- CC1(C)N=C(N)N=C(N)N1CCCOc1ccc(NC(=O)c2ccc(S(=O)(=O)F)cc2)cc1
→ 49	48	-9	-8	21	20
- O=P(Oc1ccccc1)(N1CCCC1)N1CCCC1
→ 18	12	18	36	8	28
- COC(=O)[C@@H](O)[C@](O)(CCC(C)C)C(=O)O[C@@H]1C(OC)=C[C@]23CCCN2CCc2cc4c(cc2[C@H]13)OCO4
→ 0	5	22	-10	9	6
- O=c1ccc(=O)[nH][nH]1.[Zn+2]
→ 5	-5	-7	-4	-22	-18
- CCCCSP(=O)(c1ccccc1)N1CCCCC1 (centres undefined)
→ 6	14	26	47	11	-9
- [Br][Hg][CH2]COC[CH2][Hg][Br]
→ 100*	100*	99*	99*	99*	99*
- CC1(C)COP(=S)(SCCC#N)OC1
→ -7	1	-29	13	-1	-39
- O=NNc1ccc2ccccc2n1
→ 24	-2	15	3	-7	-17
- C[CH2][Sn]([F])([CH2]C)[CH2]C
→ 90*	89*	64	89*	88*	87*
- NC1CN2CCC1CC2 (centres undefined)
→ -8	-15	12	-9	1	9
- COC(=O)C1C(O)C(C)C(O)C(C)/C=C\C=C(C)C(=O)Nc2c(C)c(OC(C)=O)c3c(c2O)C(=O)C(C)=C2OCOC(=C23)C(C)=CC(C)(O)C(O)C(C)C1O (centres undefined)
→ -5&-28&-16	3&-27&12	9&-5&-10	10&-14&27	19&-25&17	24&-17&12
- CC(C)[S-].CC(C)[S-].[Pt+2].c1ccc([PH+](c2ccccc2)c2ccccc2)cc1.c1ccc([PH+](c2ccccc2)c2ccccc2)cc1
→ 90*	86*	56	67	96*	88*
- Cc1ccc(SC(=O)CCl)cc1
→ -9	5	-11	-9	-11	16
- NC1C(=O)NC(=O)NC1=O
→ 11	8	15	5	23	4
- O=C(OCc1ccccc1)OOC(=O)OCc1ccccc1
→ -10	-4	-26	-7	-12	-12
- COC12C(COC(N)=O)C3=C(C(=O)C(C)=C(N)C3=O)N1CC1C2N1C (centres undefined)
→ 45	56	38	31	76*	44
- C/C=C1\CN2CCC1CC2C(O)c1ccnc2ccc(OCC(O)CO)cc12 (centres undefined)
→ -16	6	14	26	36	20
- CN(C)C(=S)[S][Sb]([c]1ccccc1)[c]1ccccc1
→ 84*	90*	57	98*	90*	71*
- O=C(c1cc(N(CCCl)CCCl)c([N+](=O)[O-])cc1[N+](=O)[O-])N1CCOCC1
→ -4	13	4	19	-4	-2
- C=CCOCN1c2cc(OC)c([C@@]3(C(=O)OC)C[C@@H]4CN(CCc5c3[nH]c3ccccc53)C[C@](O)(CC)C4)cc2[C@@]23CCN4CC=C[C@@](CC)([C@@H](OC(C)=O)[C@](O)(C(=O)OC)[C@H]12)[C@H]43
→ -9	2	0	0	-16	-21
- S=C([S-])N1CCCCC1.S=C([S-])N1CCCCC1.[Zn]
→ 73*	96*	23	-3	65	79*
- COC1CCC2NC(C)C(C)NC2C1 (centres undefined)
→ -9	9	-27	22	5	-8
- CC1CCC2(OC1)OC1CC3C4CC=C5CC(OC6OC(CO)C(OC7OC(C)C(OC8OC(C)C(O)C(O)C8O)C(O)C7O)C(O)C6OC6OC(C)C(O)C(O)C6O)CCC5(C)C4CCC3(C)C1C2C (centres undefined)
→ 82*	84*	87*	89*	86*	87*
- CCOP(=O)(OCC)/C(C#N)=C/c1ncc[nH]1
→ -24	-48	20	26	-55	-37
- C=C1CC/C=C(/C)C(=O)C(OC(C)=O)C2C1CC2(C)C (centres undefined)
→ 84*	81*	71*	86*	81*	78*
- COc1cc(C2c3cc4c(c(O)c3C[C@H]3COC(=O)[C@@H]23)OCO4)cc(OC)c1O (some centres undefined)
→ -23	-17	6	3	-14	-26
- O=Cc1cccc[n+]1Cc1cccc2cc3cccc[n+]3cc12
→ 13	5	-7	17	-20	-1
- O=C(O)CN1C(=O)CN=C(c2ccccn2)c2cc(Cl)ccc21
→ -9	-24	-51	-15	-17	-5
- OC(c1ccccc1)C(c1ccccc1)N1CCOCC1 (centres undefined)
→ 4	-1	2	8	10	-8
- C#C[C@]1(O)CC[C@H]2[C@@H]3CCC4=C/C(=N/NC(=O)c5cccc6c(=O)c7ccccc7[nH]c56)CCC4[C@H]3CC[C@@]21C (some centres undefined)
→ 11	5	15	-3	-4	15
- C[C@]12C/C(=C/O)C(=O)C(O)=C1CC[C@@H]1C2CC[C@@]2(C)C1CC[C@@H]2O (some centres undefined)
→ 59	52	62	79*	89*	79*
- CCCCCCCCCCCCC(=O)[O][Hg][c]1ccccc1
→ 100*	99*	99*	100*	100*	99*
- COC1=[C]([Hg][Br])C(OC)OC1OC (centres undefined)
→ 100*	100*	99*	99*	99*	100*
- CCOC(=O)C(Cc1ccc(N(CCCl)CCCl)cc1)NC(=O)CNC(C)=O (centres undefined)
→ -8	15	1	-10	10	2
- CC(Br)C(=O)C(CCN(C)C)(c1ccccc1)c1ccccc1 (centres undefined)
→ 0	8	-6	22	17	18
- O=C(O)CC(S)C(=O)O (centres undefined)
→ 10	-4	-38	-10	15	-19
- CC1(C[N+](C)(C)C)COC(C)(C)O1 (centres undefined)
→ 12	5	-3	5	4	-4
- O=P(Oc1ccccc1)(Oc1ccccc1)C(O)c1ccccc1 (centres undefined)
→ 4	17	1	-8	-2	11
- c1ccc(P2(c3ccccc3)=NSN=S=N2)cc1
→ -9	-9	-17	1	-1	-5
- CCC[CH2][Sn]1([CH2]CCC)[O]C(c2ccccn2)S(=O)(=O)[O]1 (centres undefined)
→ 91*	90*	90*	91*	88*	90*
- COc1cc2c3cc1Oc1c(O)c(OC)cc4c1[C@H](Cc1ccc(cc1)Oc1cc(ccc1O)C[C@H]3N(C)CC2)N(C)CC4
→ 1	-25	21	-7	-4	59
- Oc1c(Br)cc(Br)cc1Br
→ 100*!	99*!	98*!	99*	99*!	99*!
- CCC[CH2][Sn]1([CH2]CCC)[O]N=Cc2ccccc2[O]1
→ 91*	88*	87*	90*	88*	87*

Single records, as listed above. Screens in order: mec2-1	sgs1 mgt1	cln2 rad14	yeast bub3	yeast mlh1 rad18	rad50
Profile of c1ccc(P2(c3ccccc3)=NSN=S=N2)cc1 = -9	-9	-17	1	-1	-5
Profile of CN(C)C(=S)[S][Sb]([c]1ccccc1)[c]1ccccc1 = 84*	90*	57	98*	90*	71*
Profile of C=C1CC/C=C(/C)C(=O)C(OC(C)=O)C2C1CC2(C)C (centres undefined) = 84*	81*	71*	86*	81*	78*
Profile of CCC[CH2][Sn]1([CH2]CCC)[O]N=Cc2ccccc2[O]1 = 91*	88*	87*	90*	88*	87*

As entered above.
Under yeast mlh1 rad18, `CCOP(=O)(OCC)/C(C#N)=C/c1ncc[nH]1` is listed with -55
Under yeast bub3, `O=C(O)CN1C(=O)CN=C(c2ccccn2)c2cc(Cl)ccc21` is listed with -15

Additional structures
The line under a structure holds: mec2-1	sgs1 mgt1	cln2 rad14	yeast bub3	yeast mlh1 rad18	rad50
- CCSP(N)(=O)c1ccccc1 (centres undefined)
→ 18	5	-21	1	32	1
- c1ccc2nc(-c3ccc4ccccc4n3)ccc2c1
→ -7	-3	-49	-14	-12	-6
- CC1CCS(=O)(=O)CC1.[Cl][Hg][Cl]
→ 100*	100*	99*	100*	100*	100*
- COP(=O)(NC12CC3CC(CC(C3)C1)C2)OC
→ 5	-13	16	-1	-17	-5
- CCNc1ccccc1C(=O)O
→ -9	15	-14	-8	-1	-3
- CCOP(=O)(OCC)C(O)c1ccc(Cl)cc1 (centres undefined)
→ -14	-1	-9	22	-11	-5
- Cc1cccc(C)c1N=C(N)N[N+](=O)[O-]
→ 90*	nt	nt	nt	88*	89*
- Nc1cc([N+](=O)[O-])cc([N+](=O)[O-])c1
→ -9	30	5	2	41	-7
- CC(=O)C1C(c2ccccc2)C2(C)OC(=O)C(C#N)C12C (centres undefined)
→ 19	9	32	22	33	-18
- O=[N+]([O-])c1ccc(SC2CCCCCCC2Br)c([N+](=O)[O-])c1 (centres undefined)
→ -14	0	-34	9	-18	-17
- CC1(C)OCC(COC(=O)C=[N+]=[N-])O1 (centres undefined)
→ 1	-8	-7	-2	42	3
- CCCCCNC(=O)CCl
→ -9	-12	-20	-6	10	-2
- CC(C)(C)[Si](OC(=O)N(CCCl)CCCl)(c1ccccc1)c1ccccc1
→ 21	79*	68	69	90*	67
- COC([CH2][Hg][n]1cnc2c1c(=O)n(C)c(=O)n2C)CN1C(=O)c2ccccc2S1(=O)=O (centres undefined)
→ 95*	88*	87*	95*	97*	97*
- Nc1nc(N)c(-c2ccc(Cl)c(Cl)c2)c(CCc2ccc(CNC(=O)c3cccc(S(=O)(=O)F)c3)cc2)n1
→ 59	46	55	47	54	63
- C[C@]12CC[C@H]3[C@@H](CCC4=C[C@@H](OC5OCC(OC6OC(CO)C(O)C(O)C6O)C(O)C5O)CC[C@@]43C=O)[C@@]1(O)CCC2C1=CC(=O)OC1 (some centres undefined)
→ -20	-30	-4	-17	2	-32
- Nc1ccc([N+](=O)[O-])cc1[N+](=O)[O-]
→ 5	-21	-9	1	11	-25
- Cc1cc(N=Nc2ccccc2C)ccc1N
→ 92*	89*	92*	90*	92*	88*
- CCCC1(C(C)C)C(=O)NC(=S)NC1=O
→ -7	-2	7	-11	-24	11
- C[CH2][Sn](/[CH]=C/C=C/OC)([CH2]C)[CH2]C
→ 47	66	17	83*	90*	36
- Cc1ccc(C=C(C#N)C#N)o1
→ -21	3	7	-14	-2	-6
- COc1ccc2c3c1OC1C(O)C=CC4C(C2)N(N=O)CCC341 (centres undefined)
→ 10	-4	12	5	22	-3
- CC(C)CC(NC(=O)C(N)C(C)C)C(=O)NC(CCCCN)C(=O)Nc1ccc(N(CCCl)CCCl)cc1 (centres undefined)
→ -7	-48	-7	-28	-45	16
- CCOP(=S)(OCC)N(C)C(=O)Oc1cccc(C(C)C)c1
→ -1	9	-6	-20	12	1
- CCN(CCCl)c1cc(C(=O)NCCN(C)C)c([N+](=O)[O-])cc1[N+](=O)[O-]
→ 21	17	-34	11	3	14
- C=NCC#N
→ -1	25	67	5	27	-13
- CNC(=O)Oc1cc2ccccc2cc1C(=O)Nc1ccc(OC)cc1
→ -8	11	-10	25	24	-1
- COc1c2c(cc3c1OCO3)C13C=CC(OC)CC1N(CC3)C2 (centres undefined)
→ -10	-4	2	5	-42	17
- CN(C)P(N)(=S)N(C)C
→ -9	-1	-16	-23	-7	-3

Screens from PubChem BioAssay.
